Bioassay records as filed in PubChem.
LAP4-GFP MLPCN – yeast TOR pathway LAP4-GFP modulation. GFP response vs DMSO, % at 10 µM. hit rate 0.34% among 320,000. S. cerevisiae LAP4-GFP multiplex, flow cytometry GFP, 3 h; median GFP as percent of DMSO wells;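 active means GFP response vs DMSO above a set limit, about the screen mean plus 3 SD, cut at about 150% in these data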
proCasp3 act – activators of human procaspase-3 | P42574 | recombinant procaspase-3 D3A, Ac-DEVD-pNA absorbance 405 nm | activation, % at 8.5 µM | hit rate 0.11% among 330,000 | AID 463141;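 active means activation above the mean of all tested compounds plus 3 SD, cut at about 21% in these data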;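 further: 0% = DMSO alone and 100% = DMSO wells spiked with extra 5 µM PC-3 D3A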
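Test system: Procaspase-3 D3A mutant, all three cleavage aspartates alanine | Dosing: Single dose, 8.5 µM nominal compound, 0.8% DMSO | Schedule: 1 h preincubation, 2 h reaction | Technique: 405 nm absorbance of p-nitroaniline, reads at 0 and 120 min | Repeats: One well per compound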
MEP2-GFP yeast – modulators of TOR pathway MEP2-GFP in S. cerevisiae. S. cerevisiae MEP2-GFP strain, flow cytometry GFP, 3 h; 100% = DMSO control level. GFP response vs DMSO, % at 10 µM. hit rate 0.51% among 330,000. AID 2016;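 active means GFP response versus DMSO above a set limit, roughly screen mean plus 3 SD, cut at about 180% in these data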;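 further: median GFP fluorescence of the barcode-gated MEP2-GFP cells per well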
RPL19A TOR yeast – yeast TOR pathway RPL19A-GFP modulation; AID 2025; S. cerevisiae RPL19A-GFP strain, flow cytometry, 3 h; hits give low values; percent response vs DMSO, % at 10 µM; hit rate 0.3% among 330,000;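 active means percent response vs DMSO below 50%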;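 further: median channel GFP fluorescence of the barcoded RPL19A-GFP strain; ratio of sample median GFP to plate DMSO average so 100% = DMSO; lower means less RPL19A-GFP as with rapamycin TOR inhibition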
ZTA DNA inh – counter-screen for EBNA-1 inhibitors: inhibitors of Epstein-Barr virus ZTA; ZTA-DNA binding, fluorescence polarization; inhibition, % at 11 µM; hit rate 0.15% among 320,000; in the data active means inhibition above about 33%
proCasp7 act – counter-screen: procaspase-7 (human) activation; AID 463210; hit rate 0.093% among 330,000; activation, % at 8.5 µM; recombinant procaspase-7, Ac-DEVD-pNA absorbance 405 nm; D23A/D198A/D206A triple mutant, cannot self-cleave; scale: DMSO 0, 5 µM enzyme 100;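 active means percent activation above the screen-wide mean plus 3 SD, cut at about 25% in these data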
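Detection: p-Nitroaniline absorbance at 405 nm, read at 0 and 120 min; system: Uncleavable procaspase-7 mutant enzyme; evaluation: % activation from two-timepoint absorbance difference, scaled to controls; times: 1 h enzyme–compound preincubation and 2 h substrate reaction, both 25 °C; buffer or medium: Zinc-free HEPES pH 7.4 with 300 mM NaCl, 0.01% Triton X-100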
EBNA-1 inh – blocks EBNA-1 binding to DNA | AID 1950 | hit rate 0.34% among 300,000 | inhibition, % at 14.8 µM | EBNA-1 DNA binding, fluorescence polarization; in the data active means inhibition above about 28%
AHR act – activates the human aryl hydrocarbon receptor. P35869. AHR-responsive luciferase reporter cells, luminescence. hit rate 2.5% among 320,000. activation, % at 5 µM; in the data active means activation above about 47%;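 further: 0% = vehicle wells and 100% = reference agonist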
Active calls of the source: *; nt = no result given; [ ] = dose if it differs, or a comment. Rows are unselected. Share with any hit: about 3.8%.

Labels used below: A = LAP4-GFP MLPCN; B = proCasp3 act; C = MEP2-GFP yeast; D = RPL19A TOR yeast; E = ZTA DNA inh; F = proCasp7 act; G = EBNA-1 inh; H = AHR act
molecule: Cc1cccc(N2CCN(C(=O)c3ccc(CNc4c(N5CCC(C)CC5)c(=O)c4=O)cc3)CC2C)c1 (stereo not given)
  A: 96	B: 0	C: 100	D: 102	E: -16	F: -3	G: -13	H: -6

molecule: CN(C(=O)c1coc(=O)c2ccccc12)c1ccc(Br)cc1
  A: 111	B: 9	C: 118	D: 96	E: 6	F: 7	G: 5	H: 25

molecule: Cc1cccc2cc(CN(CC(C)C)S(=O)(=O)c3ccccc3)c(=O)[nH]c12
  A: 105	B: -7	C: 100	D: 94	E: 5	F: 2	G: -11	H: 12

molecule: CCCCCN(C(=O)CCC(=O)OC(C)C(=O)Nc1cccc(C#N)c1)c1c(N)n(CCCC)c(=O)[nH]c1=O (stereo not given)
  A: 102	B: -7	C: 108	D: 105	E: 1	F: 13	G: -4	H: 2

molecule: CCCN(CC(=O)Nc1ccccc1C)C(=O)c1nn(CC)c(=O)c2ccccc12
  A: 92	B: 2	C: 94	D: 90	E: 15	F: -3	G: nt	H: -1

molecule: Cc1ccc(C(=O)N2CCC(C(=O)NCc3ccco3)CC2)cc1
  A: 91	B: 6	C: 106	D: 102	E: -26	F: -15	G: -15	H: 0

molecule: CCC(CC)c1nnc(NC(=O)COc2ccc3c(c2)OCO3)s1
  A: 102	B: -9	C: 110	D: 104	E: -6	F: -23	G: 14	H: 30

molecule: NS(=O)(=O)c1ccc(NC(=O)CSc2nc3ccccc3nc2N2CCOCC2)cc1
  A: 121	B: 5	C: 102	D: 104	E: -3	F: 3	G: 0	H: -1

molecule: Cc1ccc(NC(=S)c2nc3ccccc3[nH]2)cc1
  A: 170*	B: 2	C: 99	D: 95	E: 5	F: -8	G: -3	H: 26

molecule: Cc1sc2ncn(CC(=O)NCCN(C)C)c(=O)c2c1S(=O)(=O)N1CCC(C)CC1
  A: 95	B: 5	C: 87	D: 98	E: 2	F: 11	G: -1	H: 0

molecule: CCOc1ccc(-c2ccc(C=O)o2)c([N+](=O)[O-])c1
  A: 107	B: -22	C: 108	D: 90	E: 7	F: -6	G: -1	H: 0

molecule: O=C(O)CN1C(=O)/C(=C/c2ccc(N3CCCCC3)o2)SC1=S
  A: 111	B: -14	C: 112	D: 103	E: 3	F: -15	G: -4	H: -1

molecule: O=C(O)c1cc(-n2nnnc2SCc2ccccc2F)ccc1Cl
  A: 106	B: 12	C: 106	D: 105	E: -4	F: 8	G: -8	H: 0

molecule: Cc1csc(=O)n1CC(=O)OCC(=O)NCc1ccc(Cl)cc1Cl
  A: 107	B: 13	C: 101	D: 94	E: -1	F: 3	G: -5	H: -1

molecule: CCOC(CNC(=O)Cn1nc(C)c2ccccc21)OCC
  A: 104	B: -8	C: 76	D: 94	E: -9	F: 14	G: 2	H: 0

molecule: CCC(CO)Oc1cc(NCc2ccc(F)cc2)c2ncn(C(C)C)c2c1 (stereo not given)
  A: 87	B: -3	C: 96	D: 93	E: nt	F: 4	G: nt	H: 3

molecule: O=C(O)c1c(-c2ccccc2)c(-c2ccccc2)nc2ccccc12
  A: 98	B: 6	C: 98	D: 101	E: -6	F: 0	G: -11	H: -1

molecule: O=C(NCCCc1ccccc1)c1cc([N+](=O)[O-])ccc1Cl
  A: 87	B: 10	C: 97	D: 101	E: -4	F: 1	G: -6	H: 36

molecule: Cc1c(C(=O)N2CCN(c3ccccc3)CC2)oc2c(F)cccc12
  A: 104	B: -1	C: 100	D: 94	E: 6	F: -12	G: 6	H: 28

molecule: COc1ccc(-c2cc3c(=O)n(CC(=O)Nc4cccc(Cl)c4)nc(C)n3n2)cc1
  A: 83	B: 2	C: 86	D: 93	E: -11	F: 6	G: -3	H: 1

molecule: O=C(NC1CCCc2ccccc21)c1c(F)cccc1Cl (stereo not given)
  A: 86	B: 2	C: 97	D: 94	E: -1	F: 0	G: -11	H: 5

molecule: COC(=O)c1c(Sc2ccccc2)c2ccccc2n1C
  A: 91	B: -9	C: 106	D: 108	E: -6	F: 2	G: -20	H: 2

molecule: Cc1ccc(S(=O)(=O)Cc2cccc(C(=O)N3CCOCC3)c2)cc1
  A: 120	B: -1	C: 122	D: 120	E: -6	F: -6	G: -12	H: 3

molecule: COC(=O)c1cc2n(n1)CCN(Cc1ccc(C)cc1)C2=O
  A: 79[may fluoresce violet]	B: -12	C: 205*[may fluoresce violet]	D: 59[may fluoresce violet]	E: -8	F: -6	G: -3	H: 3

molecule: Cc1ccc(C2C(C#N)=C(N)OC3=C2C(=O)CCC3)s1 (stereo not given)
  A: 95	B: -15	C: 106	D: 97	E: 5	F: 2	G: 1	H: 0

molecule: CCN(CC)CCC(=O)NC(C)(C)Cc1ccc(O)cc1
  A: 103	B: -2	C: 104	D: 99	E: 8	F: 3	G: -3	H: -1

molecule: COc1ccc(-c2csc3nc(C)nc(N4CCC(C)CC4)c23)cc1OC
  A: 108	B: 10	C: 99	D: 99	E: -1	F: -4	G: -3	H: 3

molecule: Cc1[nH]c2ccccc2c1N=Nc1ccccc1C(=O)O
  A: 98	B: -12	C: 104	D: 106	E: -1	F: -5	G: -13	H: 75*

molecule: COc1ccccc1NC(=O)c1cc(N)cc(C(=O)Nc2ccccc2OC)c1
  A: 111	B: 5	C: 104	D: 99	E: 15	F: 4	G: 4	H: 40

molecule: COc1ccc(OC)c(/C=C2\SC(N3CCCCC3)=NC2=O)c1
  A: 104	B: -11	C: 99	D: 101	E: 1	F: 2	G: -3	H: 74*

Looked up by compound from the list above:
Labels used below: A = LAP4-GFP MLPCN; B = proCasp3 act; C = MEP2-GFP yeast; D = RPL19A TOR yeast; E = ZTA DNA inh; F = proCasp7 act; G = EBNA-1 inh; H = AHR act
molecule: COc1ccc(-c2csc3nc(C)nc(N4CCC(C)CC4)c23)cc1OC
  A: 108	B: 10	C: 99	D: 99	E: -1	F: -4	G: -3	H: 3

molecule: COC(=O)c1cc2n(n1)CCN(Cc1ccc(C)cc1)C2=O
  A: 79[may fluoresce violet]	B: -12	C: 205*[may fluoresce violet]	D: 59[may fluoresce violet]	E: -8	F: -6	G: -3	H: 3

molecule: COc1ccc(OC)c(/C=C2\SC(N3CCCCC3)=NC2=O)c1
  A: 104	B: -11	C: 99	D: 101	E: 1	F: 2	G: -3	H: 74*

(further entries)
Labels used below: A = LAP4-GFP MLPCN; B = proCasp3 act; C = MEP2-GFP yeast; D = RPL19A TOR yeast; E = ZTA DNA inh; F = proCasp7 act; G = EBNA-1 inh; H = AHR act
molecule: COC(=O)[C@@H]1C[C@@]2(O)[C@H](O)[C@H](O)[C@H](O)C[C@H]2N1Cc1ccc(-c2ccccc2)cc1
  A: nt	B: 5	C: nt	D: nt	E: -11	F: -7	G: -15	H: 5

molecule: COCCCNC(=O)/C(C#N)=C/c1c(N2CCN(c3ccc(OC)cc3)CC2)nc2c(C)cccn2c1=O
  A: nt	B: -2	C: 101	D: 90	E: -15	F: -2	G: 3	H: 27

molecule: O=c1c2c(nc3c(-c4ccc(Cl)cc4)c[nH]n13)CCC2
  A: 93	B: -3	C: 93	D: 88	E: 9	F: -3	G: -10	H: 19

molecule: O=C(CCCCCCC(=O)NCc1ccccc1)NCc1ccccc1
  A: 88	B: 2	C: 102	D: 102	E: -15	F: 3	G: -2	H: -1

molecule: CC1CC(C)CN(CCCNC(=O)CCNC(=O)Cn2cnc3ccccc3c2=O)C1 (stereo not given)
  A: 94	B: 3	C: 98	D: 92	E: 1	F: 0	G: -11	H: 4

molecule: Cc1cccc(OCC(=O)Nc2ccc3c4c(cccc24)CC3)c1C
  A: 98	B: 1	C: 94	D: 96	E: -3	F: -6	G: 0	H: 8

molecule: Cc1cc(-c2onc(C)c2C(=O)O)no1
  A: 98	B: 4	C: 103	D: 99	E: -18	F: 4	G: 4	H: 0

molecule: Cc1ccc(CCNC(=O)CN(C)S(=O)(=O)c2cnc[nH]2)cc1
  A: 103	B: -1	C: 115	D: 104	E: -7	F: 4	G: -6	H: 10

molecule: O=C(COc1ccccc1Cl)NCCNC(=O)c1cnccn1
  A: 103	B: 14	C: 102	D: 101	E: 8	F: 8	G: -7	H: 1

molecule: O=C(CN1CCN(c2ccc(O)cc2)CC1)Nc1cc(S(=O)(=O)N2CCOCC2)ccc1Cl
  A: 93	B: -11	C: 103	D: 101	E: -11	F: -11	G: 3	H: 1

Reprinted from the part before: 2 entries; new compounds follow.
Labels used below: A = LAP4-GFP MLPCN; B = proCasp3 act; C = MEP2-GFP yeast; D = RPL19A TOR yeast; E = ZTA DNA inh; F = proCasp7 act; G = EBNA-1 inh; H = AHR act
molecule: O=C(COc1ccccc1Cl)NCCNC(=O)c1cnccn1
  A: 103	B: 14	C: 102	D: 101	E: 8	F: 8	G: -7	H: 1

molecule: O=C(CN1CCN(c2ccc(O)cc2)CC1)Nc1cc(S(=O)(=O)N2CCOCC2)ccc1Cl
  A: 93	B: -11	C: 103	D: 101	E: -11	F: -11	G: 3	H: 1

molecule: CSc1ccc(NC(=O)N2CC=C(n3c(=O)[nH]c4ccccc43)CC2)cc1
  A: 94	B: 9	C: 100	D: 100	E: -5	F: 4	G: 10	H: 5

molecule: O=C(O)Cn1c(CC(=O)N2CCCC2)nc2ccccc21
  A: 95	B: 0	C: 100	D: 98	E: -5	F: 1	G: -14	H: 3

molecule: COc1ccc(C(=O)NCc2nnc(SCC(=O)Nc3cc(OC)ccc3OC)o2)cc1
  A: 91	B: 2	C: 100	D: 98	E: 4	F: -2	G: -1	H: 1

molecule: O=C(OCCOCCN=C1NS(=O)(=O)c2ccccc21)c1ccc(F)cc1
  A: 92	B: 0	C: 106	D: 105	E: -9	F: 2	G: -5	H: -1

molecule: Oc1cccc(/C=N/c2c(-c3ccco3)nc3ccccn23)c1
  A: 105	B: 0	C: 100	D: 96	E: 15	F: 1	G: 4	H: -1

molecule: CC(=O)c1ccc(N2CCN(S(=O)(=O)c3cc4c(cc3C)NC(=O)CO4)CC2)cc1
  A: 102	B: -1	C: 105	D: 99	E: 23	F: -1	G: -11	H: 4

molecule: Cc1oc(-c2cccc(C(F)(F)F)c2)nc1CN1CCOCC1
  A: 110	B: 10	C: 104	D: 100	E: -27	F: 2	G: -7	H: 7

molecule: CC(C)OCCCNC(=O)c1cc2c(s1)CS(=O)(=O)C2
  A: 81	B: 11	C: 91	D: 92	E: -8	F: 3	G: -12	H: 2

molecule: CCCC(=O)Nc1sc2c(c1C(=O)OCC)CC(C)(C)OC2
  A: 98	B: 0	C: 93	D: 93	E: 11	F: 10	G: 7	H: 1

molecule: Cc1ccccc1Cn1cc(S(=O)(=O)c2ccc(C(C)C)cc2)c(=O)c2cc3c(cc21)OCO3
  A: 104	B: 8	C: 98	D: 99	E: 0	F: -1	G: -1	H: 1

molecule: Cn1c(NC(=S)Nc2ccccc2)nc2ccccc21
  A: 97	B: -6	C: 98	D: 95	E: 5	F: -27	G: 1	H: 60*

molecule: CN(C)c1ccc(C=Nc2ccccc2)cc1
  A: 102	B: -5	C: 99	D: 99	E: -4	F: 0	G: 2	H: 1

molecule: CCCOc1ccc(CNC(=O)Cn2c(=O)oc3ccccc32)cc1
  A: 89	B: -2	C: 89	D: 100	E: 3	F: -3	G: 4	H: 6
